# Assay outcomes as filed in PubChem.
# SSB-PriA inh: K. pneumoniae PriA-SSBct interaction inhibition; AlphaScreen SSBct-PriA binding, biotinylated peptide; inhibition, % at 33 µM; 430,000 compounds, 0.6% hits; AID 1272365; in the data active = inhibition mostly above about 37%, no sharp cut-off; inactive = mostly below about 20%;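 note: plate controls were negative control peptide for no effect and reference peptide for full effect; strong numbers were not always called active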
# * marks the source's active call; other numbers are inactive results; & = joins results of further samples. Only part of the results is shown; the hit share may differ from the screen's.
Compound | SSB-PriA inh
COc1ccc(CCNC(=O)CC2SC(=N)NC2=O)cc1OC (configuration not stated) | -12
Cc1noc(C)c1CC(=O)N1CCC[C@H](Cc2nc(-c3ccccc3F)no2)C1 | -18
CNC(=O)Cc1ccc(-n2c(=O)c3ccccc3n(CC(=O)NCc3ccc(OC)cc3)c2=O)cc1 | 6
COC(=O)c1ccc(CSc2nnc(-c3cccs3)o2)o1 | -18
CC(C)(Oc1ccc(Cl)cc1)C(=O)N1CCN(C(=O)C2CC2c2ccc(F)cc2)CC1 (configuration not stated) | 4
COc1cccc2sc(=NC(=O)c3ccnn3C)n(C)c12 | -17
CCCOc1ccc(-c2csc(NC(=O)c3ccc(F)cc3)n2)cc1 | -3
O=C(NC1(c2nc(-c3cnccn3)no2)CCCCC1)c1ccoc1 | -8
Cc1nc(SCC(N)=O)c2oc3ccccc3c2n1 | -5
CN(C)C(CC(=O)Nc1cccc(C(F)(F)F)c1)C(=O)O (configuration not stated) | -6
COc1ccc(C)cc1NC(=O)c1cccc(N2C(=O)[C@@H](C)CS2(=O)=O)c1 | -5
O=C(c1cc(-c2cc[nH]c2)n[nH]1)N1CCc2ccccc2C1 | -10
COc1cccc2sc(NCc3cccnc3)nc12 | 25
OCCc1nc2ccccc2[nH]1 | -8&-2
CC(=O)Nc1ccc(S(=O)(=O)N2CC(c3nc4ccc(C)cc4[nH]3)C2)cc1 | -5
O=S1(=O)CCC(=NNc2ccc(C(F)(F)F)cn2)c2cc(F)ccc21 | 3
Cc1ccc(-c2noc(-c3ccc(=O)n(CC(=O)Nc4cccc(C(F)(F)F)c4)c3)n2)cc1 | -4
CCN1CCc2c(sc(NC(=O)c3ccco3)c2C(N)=O)C1 | -4
Cc1cc(C)c2sc(NC(=O)CCS(=O)(=O)c3ccc(Cl)cc3)nc2c1 | 6
COc1ccc(CNC(=O)Cn2cnc3c(-c4ccc(Cl)cc4)csc3c2=O)cc1 | -8
CC(C)(C)c1csc(NN=Cc2cccnc2)n1 | 16
Cc1cnn(-c2cc(NN=Cc3cccc(F)c3)ncn2)c1 | -7
Cc1ccc(NC(=O)c2ccc(Br)o2)c(C)c1 | 7
CCOC(=O)c1sc(NC(=O)Cc2cccc3ccccc23)cc1C | -13
Oc1ccc(C=C(c2nnnn2-c2ccccc2)c2nnnn2-c2ccccc2)cc1 | -7
CC(=O)c1cccc(NC(=O)CCSc2ccc(Cl)cc2)c1 | -24&-16
COC(=O)c1ccc(C(=O)N2CCN(Cc3cnc4ccccn34)CC2)cc1 | -8
O=C(NCC1CCCN1c1ccccc1)c1cc2cc(F)ccc2s1 (configuration not stated) | 16
O=C(Nc1cccc(C(F)(F)F)c1)N1CCS[C@H](c2ccccc2)CC1 | 2
CCOc1ccc(NC=CC(=O)c2ccc(C)cc2)c([N+](=O)[O-])c1 | -1
O=C1CSC(=O)N1CCNc1ccc(F)cc1 | -1
CCSc1nc(NC(C)C)c2cnn(CCNC(=O)C3CCCCC3)c2n1 | -11
Cc1nc(C(=O)NN=Cc2[nH]ncc2Br)cs1 | -4
CCOC(=O)c1nn(-c2cccc(Br)c2)c(=O)cc1OCc1ccccc1C | 1
Cn1c(=O)[nH]c(=O)c2c1nc(NCc1ccco1)n2Cc1cccc2ccccc12 | -17
Fc1ccccc1COc1ccc(C=Nn2cnnc2)cc1 | -10
O=C(ON=C(c1ccccc1)c1ccncc1)c1cccc(F)c1 | -10
O=C(Cn1cnc2c(-c3ccccc3)csc2c1=O)Nc1cc(C(F)(F)F)ccc1Cl | -1
COc1ccc(Cl)cc1C(=O)Nc1ccc2nc(C)n(-c3ccc(F)cc3)c(=O)c2c1 | -13
COC(=O)c1ccc2c(c1)sc(=NC(=O)c1ccc(S(=O)(=O)N3CCc4ccccc4C3)cc1)n2C | -4
O=C(O)c1cccc(NS(=O)(=O)c2ccccc2F)c1 | -9
CC(C)(C)c1ccc(C(=O)Nc2ccc(S(C)(=O)=O)cc2)cc1 | 0
O=C(NCCCCN1CCOC(c2ccccc2)C1)C(=O)Nc1ccc(F)c(Cl)c1 (configuration not stated) | -10
COc1cccc(C=NNC(=O)CCCc2ccc(OC)c(C)c2)c1 | -5
NC(=O)C(=O)NCc1ccc(C(=O)c2cccs2)s1 | -11
Cc1ccccc1-c1ccc(N2CCN(C(=O)Nc3ccccc3Cl)CC2)nn1 | 5
COCC(=O)N(Cc1ccsc1)CC(F)(F)F | -22
CCCn1c(=O)c2c(N3CCN(C(=O)c4ccco4)CC3)c(C)cnc2n(C)c1=O | 13
Cc1ccccc1-c1ccc(N2CCC(C(=O)NCCC(c3ccccc3)c3ccccc3)CC2)nn1 | -3
Cc1ccc(Cn2c(SCC(=O)NCCC(C)C)nc3c(sc4ncccc43)c2=O)cc1 | -3
COc1ccc(S(=O)(=O)N2CCCCC2CC(=O)NCc2ccc(F)cc2)cc1 (configuration not stated) | -1
COc1ccccc1NS(=O)(=O)c1cccc(C(=O)NN=C(C)c2cccnc2)c1 | 2
O=C(NCCn1ccc(C(F)(F)F)n1)c1ccccc1Br | -13
CC(C)c1ccccc1NC(=O)CSc1nnc(-c2ccccn2)n1Cc1ccco1 | 54
CCCOc1ccc(NC(=O)C2CC(=O)NC(=NN=C(C)/C=C/c3ccc(N(C)C)cc3)S2)cc1 (configuration not stated) | 50
COc1cc(C(=O)NCC(=O)NN=C(C)c2cccs2)cc(OC)c1OC | 3
COc1ccc(CCNC(=O)N2CCC(Oc3ccc(Cl)cn3)CC2)cc1 | -10
Cc1c([C@@H]2Nc3ccccc3N=C3CCCC(=O)C32)cnn1C (some centres not stated) | -17
Cc1cc(NC(=O)c2cc3ccccc3oc2=O)on1 | 7
COc1cc(C=NNC(=O)c2sc(N)c(C#N)c2C)ccc1O | 0

# Going on with the list.
Compound | SSB-PriA inh
O=C(CSc1nc(-c2ccco2)cc(C(F)(F)F)n1)c1ccc2c(c1)OCO2 | -10
COc1ccc(NC(C)C(=O)NN=Cc2cc(Br)ccc2OC)cc1 (configuration not stated) | 21
Cc1ccc(Cn2cnc3c(cnn3CCNC(=O)COc3cccc(C)c3)c2=O)cc1 | -10
Cc1cccc(NC(=O)C2CC(=O)N(c3ccccc3F)C2)c1C (configuration not stated) | 10
O=C(Nc1nc(-c2ccc(F)cc2)cs1)c1ccncc1 | 1
CC1(CC(=O)NN=Cc2cc([N+](=O)[O-])c(O)cc2O)OCCO1 | 3
Cc1c(NC(=O)c2cc3c(=O)n(C)c(=O)n(C)c3s2)c(=O)n(-c2ccccc2)n1C | -7
CCc1ccccc1NC(=O)Nc1cnc(N2CCN(C)CC2)nc1 | 7
CC1(C)COc2cc(NS(=O)(=O)c3cccc(F)c3)ccc2NC1=O | -18
Cc1cccc(NC(=O)CSc2ncc(S(=O)(=O)c3ccc(Cl)s3)c(N)n2)c1C | -3
CCOc1cc(S(=O)(=O)N2CCN(Cc3ccc4c(c3)OCO4)CC2)c(OCC)cc1C | -19
Cc1nnc(NN=Cc2ccco2)n1N | 7
O=C(N/C(=C/c1ccc(Cl)c(Cl)c1)C(=O)N1CC2CC(C1)c1cccc(=O)n1C2)c1ccco1 (configuration not stated) | 13
Nc1c2c(nc3c4c(nn13)CCC4)CCC2 | -12
CCOC(=O)c1ccc(NC(=O)Nc2sc3c(c2-c2nc4ccccc4s2)CCCC3)cc1 | -7
NC(=O)c1nc(-c2ccc(OCc3ccccc3)cc2)nc2c1[nH]c(=O)n2-c1ccc2c(c1)OCO2 | -4
O=C(NNC(=O)C1CC1)c1ccc(=O)n(Cc2ccc(Cl)cc2)c1 | -10
COc1ccc(-c2noc(-c3sccc3S(=O)(=O)N(C)c3ccc(C)c(F)c3)n2)c(OC)c1 | -5
COCCN1CCC(CNC(=O)c2ccc(-c3ccccc3)cc2)CC1 | -4
Cc1nc2ccc(N=Nc3c(C)[nH]n(-c4ccccc4)c3=O)cc2s1 | -18
CS(=O)(=O)N1CCCC(C(=O)Nc2sc(-c3ccccc3)cc2C(N)=O)C1 (configuration not stated) | 3
O=C(c1ccc2nc[nH]c2c1)N1CCC(c2nnc(C3CC3)o2)CC1 | -9
CC1(C)COc2cc(NS(=O)(=O)c3ccc4c(c3)CCCC4)ccc2NC1=O | 23
Cc1ccc(S(=O)(=O)Oc2ccc(C=NN=C3NC(=O)C(CC(=O)O)S3)cc2)cc1[N+](=O)[O-] (configuration not stated) | -17
O=C(Cn1cnc(-c2ccccc2)cc1=O)Nc1ccc(Oc2ccccc2)cc1 | 6
CC1=CC2=NC(=O)CC(C)(C(=O)O)N2C=C1 (configuration not stated) | -20
COc1ccc(OCC(=O)NN=Cc2cccn2-c2cccc(C(=O)O)c2)cc1 | 8
Fc1cccc(C=NNc2cc(N3CCOCC3)ncn2)c1 | 0
CCCC(=O)NCC(=O)NCc1nccc(N(C)C)n1 | -13
CC(C)C=NNC(=O)c1cccc(N2CCCC2=O)c1 | 12

# A draw from above in order of heavy-atom count, low to high:
Compound | SSB-PriA inh
Cc1nnc(NN=Cc2ccco2)n1N | 7
CC1=CC2=NC(=O)CC(C)(C(=O)O)N2C=C1 (configuration not stated) | -20
CCCC(=O)NCC(=O)NCc1nccc(N(C)C)n1 | -13
O=C(Nc1nc(-c2ccc(F)cc2)cs1)c1ccncc1 | 1
Fc1cccc(C=NNc2cc(N3CCOCC3)ncn2)c1 | 0
CC1(CC(=O)NN=Cc2cc([N+](=O)[O-])c(O)cc2O)OCCO1 | 3
Cc1cccc(NC(=O)C2CC(=O)N(c3ccccc3F)C2)c1C (configuration not stated) | 10
Cc1nc2ccc(N=Nc3c(C)[nH]n(-c4ccccc4)c3=O)cc2s1 | -18
COCCN1CCC(CNC(=O)c2ccc(-c3ccccc3)cc2)CC1 | -4
CS(=O)(=O)N1CCCC(C(=O)Nc2sc(-c3ccccc3)cc2C(N)=O)C1 (configuration not stated) | 3
CC1(C)COc2cc(NS(=O)(=O)c3ccc4c(c3)CCCC4)ccc2NC1=O | 23
Cc1cccc(NC(=O)CSc2ncc(S(=O)(=O)c3ccc(Cl)s3)c(N)n2)c1C | -3
Cc1c(NC(=O)c2cc3c(=O)n(C)c(=O)n(C)c3s2)c(=O)n(-c2ccccc2)n1C | -7
CCOc1cc(S(=O)(=O)N2CCN(Cc3ccc4c(c3)OCO4)CC2)c(OCC)cc1C | -19
Cc1ccc(S(=O)(=O)Oc2ccc(C=NN=C3NC(=O)C(CC(=O)O)S3)cc2)cc1[N+](=O)[O-] (configuration not stated) | -17
O=C(N/C(=C/c1ccc(Cl)c(Cl)c1)C(=O)N1CC2CC(C1)c1cccc(=O)n1C2)c1ccco1 (configuration not stated) | 13
NC(=O)c1nc(-c2ccc(OCc3ccccc3)cc2)nc2c1[nH]c(=O)n2-c1ccc2c(c1)OCO2 | -4

# Further results follow:
Compound | SSB-PriA inh
COc1ccc([C@@H]2CCCN2CCNC(C)=O)cc1 | -1
COc1cc(C=NNc2nc(=O)[nH]nc2C)cc([N+](=O)[O-])c1O | 5
CCOc1ccc(-c2ccc(=O)n(CCCC(=O)Nc3ccc(C(C)C)cc3)n2)cc1 | 9
CNC(=O)c1cc2cc(Cl)ccc2oc1=O | 4
COc1cccc(CSc2nc3c(sc4ncccc43)c(=O)n2Cc2ccccc2)c1 | -7
Cn1nnn(-c2ccc(NS(=O)(=O)c3ccc(OC(F)(F)F)cc3)cc2)c1=O | -9
Cc1cncn(CCNS(=O)(=O)c2cccnc2)c1=O | 4
O=C(c1nc2ccccc2s1)N1CCC(Oc2ccc(C(F)(F)F)cn2)CC1 | -5
Cc1ccc(C)c(S(=O)(=O)N2CCCC(c3nnc(CC(C)(C)C)o3)C2)c1 (configuration not stated) | -10
COCCN(CCOC)S(=O)(=O)CCNC(=O)c1ccccc1 | -3
CC(C)(C)c1ccc(S(=O)(=O)NCC(=O)NCc2ccccc2-c2ccsc2)cc1 | -2
Cc1cc(CNS(=O)(=O)c2c(C)noc2C)c(C)o1 | -3
O=C(Nc1cnn(CC2COc3ccccc3O2)c1)c1ccc(C(F)(F)F)nc1 (configuration not stated) | -4
CCS(=O)(=O)Nc1ccc2c(c1)N(C)C(=O)C(C)(C)CO2 | -19
CC(C)Sc1nsc2nc(=O)c(C=C3C=Nc4ccccc43)c(N)n12 | 3
O=S(=O)(NCc1cnn2ccccc12)c1ccc(OC(F)(F)F)cc1 | -11
CCOC(=O)c1ccc(NC(=O)CSc2nnc(-c3cccs3)n2N)cc1 | 3
COc1ccc(CNC(=O)N(CCN(C)C)C2CCOCC2)cc1 | -14
COc1cccc(C(=O)NCC(c2ccsc2)N2CCOCC2)c1OC (configuration not stated) | -2
CCOC(=O)CSc1ncnc2c1nnn2C | -14
